AHR activator: AHR activators, primary screen, cell-based, luminescence, luciferase reporter, human. AHR-responsive luciferase reporter cells. activation, % at 5 µM. hit rate 2.5% among 320,000; in the data active means activation above about 47%;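 further: 0% = vehicle wells and 100% = reference agonist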
AGP1 TOR yeast: modulators of AGP1-GFP expression in yeast TOR pathway, primary screen, cell-based, multiplex flow cytometry, S. cerevisiae, MLPCN library; 3 h; GFP as percent of DMSO wells; GFP response vs DMSO, % at 10 µM; hit rate 0.02% among 320,000; AID 2066, 2009;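 active means GFP response relative to DMSO above a set limit, near screen average plus 3 SD, cut at about 150% in these data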;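 further: median GFP channel fluorescence of the gated AGP1 strain per well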
MEP2-GFP yeast: modulators of MEP2-GFP levels in yeast, primary screen, S. cerevisiae, multiplex flow cytometry, MLPCN library | hit rate 0.51% among 330,000 | GFP response vs DMSO, % at 10 µM | S. cerevisiae MEP2-GFP strain, 3 h; 100% = DMSO control level;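 active means GFP response versus DMSO above a set limit, roughly screen mean plus 3 SD, cut at about 180% in these data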;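 further: median GFP fluorescence of the barcode-gated MEP2-GFP cells per well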
CIT2 TOR yeast: modulators of CIT2-GFP expression in yeast, primary screen, S. cerevisiae, GFP fusion, multiplex flow cytometry, MLPCN library. S. cerevisiae CIT2-GFP strain, 3 h; 100 means same as DMSO wells. GFP response vs DMSO, % at 10 µM. hit rate 0.065% among 320,000. AID 2029, 2009;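 active means GFP response relative to DMSO above a set limit, near the screen mean plus 3 SD, cut at about 150% in these data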;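 further: ratio of well median GFP fluorescence to mean of DMSO wells on the plate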
procasp3 activ: activators of human procaspase-3 D3A mutant, primary screen, biochemical, absorbance, PC-3 D3A mutant, single concentration; Caspase-3 (Homo sapiens), P42574; AID 463141, 2010; hit rate 0.11% among 330,000; activation, % at 8.5 µM; recombinant procaspase-3 D3A, Ac-DEVD-pNA absorbance 405 nm;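 active means activation above the mean of all tested compounds plus 3 SD, cut at about 21% in these data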;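 further: 0% = DMSO alone and 100% = DMSO wells spiked with extra 5 µM PC-3 D3A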
Target sequence (P42574 whole entry D9A/D28A/D175A): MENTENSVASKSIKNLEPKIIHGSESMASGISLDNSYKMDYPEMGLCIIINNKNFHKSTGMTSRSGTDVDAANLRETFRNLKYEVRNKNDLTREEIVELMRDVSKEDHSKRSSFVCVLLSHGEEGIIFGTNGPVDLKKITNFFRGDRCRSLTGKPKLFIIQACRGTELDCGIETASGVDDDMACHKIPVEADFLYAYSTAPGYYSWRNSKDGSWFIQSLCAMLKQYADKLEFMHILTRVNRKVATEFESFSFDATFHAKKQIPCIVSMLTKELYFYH
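assay system = Procaspase-3 D3A mutant | signal = absorbance at 405 nm, 0 and 120 min | times = 1 h preincubation plus 2 h reaction at 25 °C | repeats = single replicate | read-out = % activation between DMSO and enzyme-spiked controls | medium = Zinc-free HEPES saline buffer with Triton X-100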
procasp7 counter: procaspase-7 activators, primary screen, counter-screen for procaspase-3 activator project, biochemical, absorbance, HTS, human. Caspase-7 (Homo sapiens), P55210. recombinant procaspase-7, Ac-DEVD-pNA absorbance 405 nm; D23A/D198A/D206A triple mutant, cannot self-cleave; scale: DMSO 0, 5 µM enzyme 100. activation, % at 8.5 µM. hit rate 0.093% among 330,000. AID 463210, 2010;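 active means percent activation above the screen-wide mean plus 3 SD, cut at about 25% in these data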
Target sequence (P55210 whole entry D23A/D198A/D206A): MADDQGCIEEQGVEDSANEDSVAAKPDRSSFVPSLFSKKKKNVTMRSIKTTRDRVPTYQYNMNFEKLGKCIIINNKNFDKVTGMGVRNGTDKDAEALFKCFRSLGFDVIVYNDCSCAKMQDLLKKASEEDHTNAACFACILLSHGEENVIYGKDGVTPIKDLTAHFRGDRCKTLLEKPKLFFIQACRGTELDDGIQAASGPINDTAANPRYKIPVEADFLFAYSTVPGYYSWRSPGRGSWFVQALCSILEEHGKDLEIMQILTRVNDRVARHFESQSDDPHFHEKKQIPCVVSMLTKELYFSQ
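Detection: p-Nitroaniline absorbance at 405 nm, read at 0 and 120 min; system: Uncleavable procaspase-7 mutant enzyme; evaluation: % activation from two-timepoint absorbance difference, scaled to controls; times: 1 h enzyme–compound preincubation and 2 h substrate reaction, both 25 °C; buffer or medium: Zinc-free HEPES pH 7.4 with 300 mM NaCl, 0.01% Triton X-100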
LAP4-GFP MLPCN: modulators of LAP4-GFP expression in yeast, primary screen, S. cerevisiae, multiplex flow cytometry, MLPCN library. hit rate 0.34% among 320,000. GFP response vs DMSO, % at 10 µM. 3 h; median GFP as percent of DMSO wells. AID 2023, 2009;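 active means GFP response vs DMSO above a set limit, about the screen mean plus 3 SD, cut at about 150% in these data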
RPL19A TOR yeast: RPL19A-GFP expression modulators in yeast, primary screen, cell-based, S. cerevisiae, multiplex flow cytometry, MLPCN | percent response vs DMSO, % at 10 µM | S. cerevisiae RPL19A-GFP strain, 3 h; active compounds read low | hit rate 0.3% among 330,000 | AID 2025, 2009;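 active means percent response vs DMSO below 50%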;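 further: median channel GFP fluorescence of the barcoded RPL19A-GFP strain; ratio of sample median GFP to plate DMSO average so 100% = DMSO; lower means less RPL19A-GFP as with rapamycin TOR inhibition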
The depositor's hits bear a star; · = not tested or not shown. Random draw from the library. Share with any hit: about 3.5%.

entry	SMILES	CIT2 TOR yeast	procasp3 activ	AHR activator	procasp7 counter
1	CCOC(=O)c1[nH]c2ccccc2c1NC(=O)c1ccc(S(=O)(=O)N2CCCC2)cc1	96	2	9	-12
2	CCOC(=O)c1c(NC(=O)CSc2nnc(CNC(=O)c3ccco3)n2C)sc2c1CCC2	·	3	1	-3
3	COC1=CC(=O)CC(C)C12Oc1cc(OC)cc(OC)c1C2=O (configuration not stated)	98	5	1	-6
4	N#C/C(=C\C=C\c1ccccc1[N+](=O)[O-])c1nc(-c2ccc3c(c2)OCO3)cs1	97	8	23	6
5	Cc1cccc(NC(=S)NCCc2ccccc2)n1	97	-8	-9	-12
6	c1ccc2c3nnc4n(c-3nc2c1)CCCS4	97	0	-2	-2
7	O=c1oc2ccccc2n1Cc1cccc(F)c1	117	1	3	2
8	CC(C(=O)Nc1ccc(C(F)(F)F)cc1)N(C)CC(=O)N1CCN(Cc2ccccc2)CC1 (configuration not stated)	104	7	1	-5

entry	RPL19A TOR yeast	MEP2-GFP yeast	LAP4-GFP MLPCN	AGP1 TOR yeast
1	99	92	96	101
2	100	100	95	98
3	96	104	102	96
4	99	101	96	102
5	111	107	110	102
6	98	105	108	101
7	111	114	107	113
8	101	109	96	103

(listing goes on)
entry	SMILES	CIT2 TOR yeast	procasp3 activ	AHR activator	procasp7 counter
9	Cc1ccccc1OCC(=O)N(Cc1nnc(-c2ccc(Cl)cc2)o1)C(C)C	96	8	22	-6
10	COc1cccc(/C=N/NC(=O)c2cc3c(OC)cccc3[nH]2)c1O	94	-35	1	-34
11	CCC(CO)Oc1cc(NCc2ccc(C(C)(C)C)cc2)c2ncn(C(C)C)c2c1 (configuration not stated)	103	-8	3	2
12	Cn1cc(S(=O)(=O)N2CCc3ccccc32)cc1C(=O)NC(C)(C)C	93	4	-1	8
13	CCc1ccc(NC(=O)CC2C(=O)N(c3cccc(OC)c3)C(=O)N2CCOC)cc1 (configuration not stated)	97	12	5	-1
14	O=C1C=C(c2ccc(F)cc2OCc2ccccc2)C[C@@H](c2ccc3c(c2)OCO3)C1	88	1	6	-7
15	COCCN1CCN(C(=O)c2cc(COc3cncc(Cl)c3)on2)CC1	98	·	·	·
16	CCCCOc1ccc(NC(=O)CCSc2nccn2C)cc1	97	-3	-1	2

entry	RPL19A TOR yeast	MEP2-GFP yeast	LAP4-GFP MLPCN	AGP1 TOR yeast
9	100	106	100	95
10	101	100	99	94
11	100	90	89	91
12	98	98	89	96
13	101	107	90	98
14	89	87	93	88
15	106	100	85	88
16	101	102	104	107

(cont.)
entry	SMILES	CIT2 TOR yeast	procasp3 activ	AHR activator	procasp7 counter
17	Cc1ccccc1C(=O)Nc1ccnn1C1CCN(CCCc2ccccc2)CC1	112	·	·	·
18	CC1CCc2nc(NC(=O)c3ccco3)sc2C1 (configuration not stated)	85	-1	-11	12
19	COCCCn1c(-c2cccc(Cl)c2)nc2c1c(=O)[nH]c(=O)n2Cc1ccccc1	100	-4	5	-1
20	c1cncc(-c2nc(NCc3ccc4c(c3)OCO4)c3ccccc3n2)c1	97	-5	64*	-3
21	CC(=O)N1C(=O)N(C(C)=O)C2C1N(C)C(=O)N2C(C)=O (configuration not stated)	104	4	-1	-6
22	Cc1cc(C(C)(C)C)cc(S(=O)(=O)Nc2ccc(C(=O)O)cc2)c1C	79	11	0	4
23	Cc1ccc(S(=O)(=O)NC(C)C(=O)N2CCOCCOCCOCC2)cc1 (configuration not stated)	104	-11	0	-3
24	CCc1ccccc1NC(=O)CN1CCN(CC(=O)Nc2cc(C)ccc2OC)CC1	95	4	1	5

entry	RPL19A TOR yeast	MEP2-GFP yeast	LAP4-GFP MLPCN	AGP1 TOR yeast
17	107	99	63	84
18	97	97	104	85
19	103	104	93	102
20	100	107	94	98
21	101	101	100	102
22	105	102	92	92
23	102	106	104	109
24	109	101	91	99

8 structures from above, arranged by heavy-atom count, rising:
entry	SMILES	CIT2 TOR yeast	procasp3 activ	AHR activator	procasp7 counter
18	CC1CCc2nc(NC(=O)c3ccco3)sc2C1 (configuration not stated)	85	-1	-11	12
21	CC(=O)N1C(=O)N(C(C)=O)C2C1N(C)C(=O)N2C(C)=O (configuration not stated)	104	4	-1	-6
16	CCCCOc1ccc(NC(=O)CCSc2nccn2C)cc1	97	-3	-1	2
22	Cc1cc(C(C)(C)C)cc(S(=O)(=O)Nc2ccc(C(=O)O)cc2)c1C	79	11	0	4
15	COCCN1CCN(C(=O)c2cc(COc3cncc(Cl)c3)on2)CC1	98	·	·	·
20	c1cncc(-c2nc(NCc3ccc4c(c3)OCO4)c3ccccc3n2)c1	97	-5	64*	-3
11	CCC(CO)Oc1cc(NCc2ccc(C(C)(C)C)cc2)c2ncn(C(C)C)c2c1 (configuration not stated)	103	-8	3	2
24	CCc1ccccc1NC(=O)CN1CCN(CC(=O)Nc2cc(C)ccc2OC)CC1	95	4	1	5

entry	RPL19A TOR yeast	MEP2-GFP yeast	LAP4-GFP MLPCN	AGP1 TOR yeast
18	97	97	104	85
21	101	101	100	102
16	101	102	104	107
22	105	102	92	92
15	106	100	85	88
20	100	107	94	98
11	100	90	89	91
24	109	101	91	99

Carrying on.
entry	SMILES	CIT2 TOR yeast	procasp3 activ	AHR activator	procasp7 counter
25	COc1cccc(/C=N/NC(=S)Nc2cccc(S(=O)(=O)N(C)C)c2)c1	105	-17	13	-23
26	Cn1c(CNc2ccc(O)cc2)nc2ccccc21	101	-2	15	-2
27	CC(=O)N1CC(C)Sc2ccc(S(=O)(=O)NCCc3ccc(C)cc3)cc21 (configuration not stated)	94	0	-1	11
28	Clc1cnc2nc(SC/C=C/c3ccccc3)[nH]c2c1	97	5	0	10
29	O=C(CCc1nc2ccccc2c(=O)[nH]1)OCc1ccc(-c2ccccc2)cc1	103	5	0	11
30	CCn1c(NCc2cc(Br)ccc2NS(=O)(=O)c2ccc(C)cc2)nc2ccccc21	105	11	43	-5
31	CCOc1cccc(C2C(C(=O)c3ccc(C)o3)=C(O)C(=O)N2c2nccs2)c1 (configuration not stated)	84	-12	47	-44
32	Cc1cc(C)cc(OC(=O)C23CCC(C)(C(=O)O2)C3(C)C)c1 (configuration not stated)	87	4	2	-1

entry	RPL19A TOR yeast	MEP2-GFP yeast	LAP4-GFP MLPCN	AGP1 TOR yeast
25	104	110	93	106
26	106	112	100	104
27	93	95	93	92
28	96	98	110	101
29	105	100	92	105
30	102	94	93	105
31	98	90	98	87
32	95	99	107	100

(more compounds)
entry	SMILES	CIT2 TOR yeast	procasp3 activ	AHR activator	procasp7 counter
33	Cc1nonc1CN(C)C(=O)CC1C(=O)NCCN1Cc1c(F)cccc1Cl (configuration not stated)	97	0	-2	5
34	COc1ccc([C@H]2CC(=O)C=C(c3cc4ccccc4c4ccccc34)C2)cc1	102	8	5	16
35	Cc1nc2nc(-c3cccnc3)[nH]n2c(=O)c1Cc1ccccc1	100	3	3	3
36	CCCCCN(C(=O)CN1CCC(Cc2ccccc2)CC1)c1c(N)n(CCCC)c(=O)[nH]c1=O	100	-3	1	1
37	CCc1nc(SCC(=O)NCCc2ccccc2)c2c(=O)n(C)c(=O)n(C)c2n1	94	2	1	4
38	O=C(/C=C/Nc1ccccc1)c1ccccc1	96	-4	2	2
39	O=C(CN1C(=O)NC2(CCCC2)C1=O)N1CCN(c2ccccc2Cl)CC1	97	4	3	1
40	COc1ccc(C2c3ccc(O)cc3Oc3ncn4nc(-c5ccccn5)nc4c32)cc1OC (configuration not stated)	94	5	2	11

entry	RPL19A TOR yeast	MEP2-GFP yeast	LAP4-GFP MLPCN	AGP1 TOR yeast
33	99	96	98	101
34	101	89	99	103
35	103	90	96	108
36	96	103	97	98
37	101	103	99	98
38	97	101	97	94
39	97	101	100	105
40	98	98	104	103

Next structures follow.
entry	SMILES	CIT2 TOR yeast	procasp3 activ	AHR activator	procasp7 counter
41	COc1ccc2c(c1)N(C)/C(=C/c1cccc[n+]1C)S2	112	-1	3	-17
42	CCCNC(=O)CN1C(=O)NC(CC)(c2ccc(F)cc2)C1=O (configuration not stated)	100	-8	-1	-1
43	CN1C(=O)[C@@H]2[C@@H]3C[C@@H]([C@H]4ON=C(c5ccc(Cl)cc5Cl)[C@@H]34)[C@@H]2C1=O	104	1	-2	6
44	COc1ccccc1/C=C(/C(=O)NCCCn1ccnc1)c1ccccc1	102	10	14	12
45	Cc1cccn2c(CNCCCn3ncc4ccccc43)c(C(=O)N3CCCCC3)nc12	104	-4	5	2
46	N#Cc1cccc(NS(=O)(=O)c2ccc(S(=O)(=O)N3CCOCC3)cc2)c1	106	0	2	-4
47	O=C(COC(=O)COc1ccccc1)Nc1ccc(OC(F)(F)F)cc1	·	3	0	-2
48	O=C(/C=C/c1ccc(S(=O)(=O)N2CCOCC2)cc1)NCc1ccccc1	101	0	5	4

entry	RPL19A TOR yeast	MEP2-GFP yeast	LAP4-GFP MLPCN	AGP1 TOR yeast
41	102	127	111	94
42	101	100	94	100
43	104	107	105	101
44	102	106	97	100
45	100	110	93	96
46	102	100	104	107
47	90	109	81	86
48	104	102	93	102

(listing goes on)
entry	SMILES	CIT2 TOR yeast	procasp3 activ	AHR activator	procasp7 counter
49	CC/C(=N\O)c1ccc(OC)c(OC)c1	102	8	0	9
50	O=C(CSc1cn(CCNC(=O)c2ccccc2F)c2ccccc12)NCC1CCCO1 (configuration not stated)	96	6	0	2
51	O=C(Cc1ncc(C(F)(F)F)cc1Cl)N1CCN(c2cccc(Cl)c2)CC1	81	-11	2	-5
52	CC(OC(=O)CCN1C(=O)C2CC=CCC2C1=O)C(=O)Nc1cccc(C#N)c1 (configuration not stated)	106	7	-2	6
53	Cc1sc2ncnc(N3CCN(S(=O)(=O)c4ccc(C(C)(C)C)cc4)CC3)c2c1C	88	1	0	16
54	COc1ccccc1C(=O)OCC(=O)NC(=O)NC1CCCC1	94	3	-1	6
55	COc1ccccc1NC(=O)CC(c1ccc(F)cc1)c1ccco1 (configuration not stated)	79	3	3	2
56	CCOC(=O)C1CCCCN1S(=O)(=O)c1ccc2c(c1)CC(C)N2C(=O)C1CCC1 (configuration not stated)	103	8	-1	6
57	Cc1ccccc1NC(=O)CCN1CCN(C)CC1	104	·	·	·
58	COCCNC(=O)Cn1cc(C(=O)c2cccs2)c2ccccc21	104	3	0	6

entry	RPL19A TOR yeast	MEP2-GFP yeast	LAP4-GFP MLPCN	AGP1 TOR yeast
49	100	95	95	103
50	97	99	105	102
51	91	90	101	88
52	98	100	97	103
53	94	98	91	95
54	95	96	98	92
55	96	98	94	88
56	105	111	100	102
57	104	108	93	101
58	98	102	105	102
